Compound activity (PubChem BioAssay)
MRP1 act – H69AR viability gain despite doxorubicin, primary screen, MRP-1 activator project, H69AR cells, CellTiter-Glo | viability rescue | viability increase, % at 10 µM | 140,000 compounds, 0.61% hits | AID 799, 2007;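 active = viability gain under doxorubicin at or above a set limit, the compound median plus 3 SD, cut at about 4.7% in these data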;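 also: MRP-1 overexpressing cells given doxorubicin 25 µM after compound pretreatment; 18-22 h compound pretreatment then 72 h with doxorubicin before readout; 0% = doxorubicin-only wells and 100% = vehicle-treated cells without doxorubicin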
E-sel TNF inh – E-selectin induction blockers in HUVEC – imaging, immunofluorescence, high content, primary screen; 120,000 compounds, 0.71% hits; HUVEC TNFa-induced E-selectin immunofluorescence; inhibition, % at 2 µM;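 active = inhibition above the batch mean plus 3 SD, and confirmed as a hit on visual image review, cut at about 43% in these data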;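 also: 0% = TNF-stimulated DMSO wells and 100% = unstimulated control wells; not every result past the cut was called active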
Phagocyt inh – inhibitors of macrophage phagocytosis, primary screen, imaging, J774A.1 cells, IgG beads; J774A.1 macrophage IgG-bead phagocytosis; inhibition, % at 5 µM; 110,000 compounds, 0.07% hits; AID 1029, 2008;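 active = inhibition above the mean of the plate negative controls plus 5 SD, cut at about 13% in these data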;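 also: phagocytic index as fraction of beads internalized from green versus red external bead signal; plate controls were DMSO negative control for no effect and cytochalasin-D positive control for full effect; some results beyond the cut were filed as inactive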
Measles CPE – compounds protecting cells from measles virus cytopathic effect, primary screen, measles RdRp inhibitor project, single point, MLSMR library, absorbance | Measles virus-infected cells, CPE protection | protection (pct of control), % at 4 µM | 140,000 compounds, 1.5% hits; in the data active = protection mostly above about 24%, no sharp cut-off; inactive = mostly below about 26%; also: some compounds called inactive have numbers as strong as hits
NPY Y2 blocker – NPY-Y2 receptor antagonists, primary screen, cell-based; Neuropeptide Y receptor type 2 (Homo sapiens), P49146; NPY-Y2 expressing cells, antagonist mode; inhibition, % at 2.7 µM; 140,000 compounds, 0.99% hits; AID 793, 2007; in the data active = inhibition above about 17%;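 also: 0% = vehicle with agonist challenge and 100% = reference antagonist with challenge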
Target sequence (P49146 whole entry, looked up): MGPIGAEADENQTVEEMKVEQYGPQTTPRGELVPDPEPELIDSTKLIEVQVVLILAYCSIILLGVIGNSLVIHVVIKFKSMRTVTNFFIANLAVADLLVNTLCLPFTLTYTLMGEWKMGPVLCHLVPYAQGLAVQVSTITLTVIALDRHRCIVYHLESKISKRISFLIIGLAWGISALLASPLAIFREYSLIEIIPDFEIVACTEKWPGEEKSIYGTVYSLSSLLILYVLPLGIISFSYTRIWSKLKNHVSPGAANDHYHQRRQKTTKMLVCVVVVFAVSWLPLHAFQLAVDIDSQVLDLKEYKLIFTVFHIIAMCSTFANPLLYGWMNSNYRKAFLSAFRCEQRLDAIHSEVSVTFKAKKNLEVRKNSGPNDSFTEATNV
Yeast growth inh – growth inhibitors of yeast BB579 in restrictive medium, primary screen, yeast lifespan-shortening project, S. cerevisiae | OD615, 48 h | inhibition, % at 10 µM | 140,000 compounds, 0.51% hits;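 active = inhibition above a set limit, 3 SD over the mean compound inhibition, cut at about 44% in these data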; also: inactives centre near -24
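Assay system: S. cerevisiae DeaD strain BB579 yeast. Medium: CSMM-D restrictive synthetic medium containing dextrose (glucose). Times: 4 h cell preincubation, 48 h compound exposure, 30 °C humidified. Signal: OD615 turbidity measurement. Benchmarks: positive control amphotericin B 10 µg/mL.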
GALR2 antag – GALR2 antagonists in receptor-expressing cells, primary screen; Galanin receptor type 2 (Homo sapiens), O43603; antagonist mode; 140,000 compounds, 0.39% hits; inhibition, % at 4 µM; in the data active = inhibition above about 27%;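 also: cells stimulated with galanin 1-16 at roughly its EC80; 0% = agonist challenge control and 100% = basal control without agonist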
Target sequence (O43603 whole entry, looked up): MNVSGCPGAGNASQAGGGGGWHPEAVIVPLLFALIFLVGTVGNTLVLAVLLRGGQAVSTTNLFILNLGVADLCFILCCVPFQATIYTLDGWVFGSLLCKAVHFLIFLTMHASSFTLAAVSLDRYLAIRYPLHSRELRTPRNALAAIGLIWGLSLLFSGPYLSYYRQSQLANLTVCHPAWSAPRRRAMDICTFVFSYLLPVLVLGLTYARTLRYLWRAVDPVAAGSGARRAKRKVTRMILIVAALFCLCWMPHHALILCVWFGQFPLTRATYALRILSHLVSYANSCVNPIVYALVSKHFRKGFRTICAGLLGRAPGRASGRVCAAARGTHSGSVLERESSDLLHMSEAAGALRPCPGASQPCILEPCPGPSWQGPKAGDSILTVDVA
HCT116 PTEN-null – growth suppression of PTEN-null HCT116, primary screen, cell-based, CellTiter-Glo | AID 827, 2007 | viability, % at 10 µM | 140,000 compounds, 1.2% hits | HCT116 PTEN-null viability, 60 h; active compounds read low;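 active = viability at or below a set limit, 4 SD under the median of all tested compounds, cut at about 3.7% in these data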;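 also: PTEN knockout HCT116 line with beta catenin targeted HCT116 as companion control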
Yeast life ext – compounds extending yeast replicative lifespan, primary screen, S. cerevisiae, OD615. 130,000 compounds, 0.68% hits. S. cerevisiae growth with nicotinamide; deaD strain in restrictive glucose medium. inhibition of the nicotinamide effect, % at 10 µM;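 active = inhibition above a set limit, placed 3 SD over the median of all compounds, cut at about 26% in these data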;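 also: 0% = nicotinamide-treated wells and 100% = cells grown without nicotinamide; some compounds called inactive have numbers as strong as hits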
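Measured by: optical density (absorbance) at 615 nm; System: modified budding yeast, DeaD strain; Medium: restrictive CSMM-D dextrose medium; Timing: 4 h preincubation then 48 h treatment at 30 °C.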
bCat KO growth – primary screen for growth suppressors in beta-catenin knockout HCT116 cells (colon tumor, human). HCT116 beta-catenin knockout viability, CellTiter-Glo, 60 h; active compounds read low. viability, % at 10 µM. 140,000 compounds, 1.5% hits. AID 818, 2007;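 active = viability at or under a set limit, the compound median less 4 SD, cut at about 6% in these data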;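 also: 0% = Hyamine 1622 control at 20 µM and 100% = untreated cell control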
* hit, by the source's call; · = no result given. A portion of the library, so the mix of outcomes need not match the whole.

molecule	MRP1 act	E-sel TNF inh	Phagocyt inh	Measles CPE	NPY Y2 blocker	Yeast growth inh	GALR2 antag	HCT116 PTEN-null	Yeast life ext	bCat KO growth
O=P(Nc1ccccc1)(Nc1ccccc1)Oc1ccc(Cl)cc1	-4.0	9	-2	4	1	6	-9	68	-4	68
CC1CCC(C(C)C)C(OC(=O)COC(=O)c2ccccc2N)C1 (stereo unspecified)	-0.8	8	2	15	18*	-12	12	74	-3	71
O=C(c1ccc(CS(=O)(=O)c2ccc(Br)cc2)o1)N1CCC2(CC1)OCCO2	-2.5	-13	-3	5	1	4	-4	86	-5	92
Brc1ccc(CN2CCNCC2)s1	-0.1	3	0	35	-2	-55	-9	112	-6	103
COc1ccc(C(O)c2ccccc2OP(=O)(N(C)C)N(C)C)cc1 (stereo unspecified)	-0.6	14	-6	31	0	6	-12	95	-5	87
O=C(CCCCCn1c(=S)[nH]c2ccccc2c1=O)N1CCC2(CC1)OCCO2	-0.8	3	-3	11	2	-33	-3	92	-10	91
CCN1CCN(Cc2cc(Br)cc(Br)c2O)CC1	-1.2	1	1	11	5	-44	-5	95	-5	95
CC1CCCC(NC(=O)COC(=O)Cc2ccccc2)C1C (stereo unspecified)	-1.2	21	0	31	-1	-12	11	97	0	104
COc1cc(CC2C(=O)N(C)C(=O)N(C)C2=O)ccc1OCc1ccccc1	0.5	-10	0	21	1	-36	7	97	-6	100
Cc1ccccc1NC1=NCC(C)S1 (stereo unspecified)	-0.9	-41	0	2	0	-12	0	95	0	94
O=P(Nc1cccnc1)(Oc1ccccc1Cl)Oc1ccccc1Cl	-2.0	·	-9	2	-2	-28	-8	94	18	86
C[C@@H]1C2C[C@@]34COC(=O)C3=CC=C[C@H]4[C@@]13C[C@H](c1ccoc1)O[C@@H]3O2	-1.8	-18	·	13	0	-18	-6	92	1	90
O=C1CSC2(CN3CCC2CC3)N1 (stereo unspecified)	-0.3	15	0	19	2	-43	13	108	0	101
CCC12CN3CCN(CC(C3)C1O)C2 (stereo unspecified)	1.3	13	·	11	4	-45	-2	94	·	90
COC(=O)C(c1ccccc1)N1CCCCCC1 (stereo unspecified)	-3.8	9	-2	26	2	-36	-12	96	-2	93
CN1CCN(c2ccc([N+](=O)[O-])c(NCc3ccco3)c2)CC1	-1.8	·	-5	10	4	-34	-3	98	5	84
OC(c1ccc(F)cc1)C(c1ccccc1)N1CCOCC1 (stereo unspecified)	-3.3	1	-2	39*	2	-33	-7	102	-2	97
COc1ccc(C(=O)C(Cc2ccccc2)N(C)C)cc1 (stereo unspecified)	-2.9	-3	-1	4	3	-31	-6	89	-18	94
O=c1[nH]c(=O)n(Cc2ccc(F)cc2)c(O)c1C=NCCN1CCCCC1	1.0	-6	·	5	2	7	6	111	-31	108
CC(=NCCCN1CCOCC1)c1c(O)n(Cc2ccccc2)c(=O)[nH]c1=O	-1.2	38	-1	6	1	-31	4	96	-5	96
CCC(=NCCC(c1ccccc1)c1ccccc1)c1c(O)[nH]c(=O)[nH]c1=O	-2.6	·	·	6	35*	-25	-4	77	1	86
O=c1[nH]c(=O)n(CCC2=CCCCC2)c(O)c1C=NC1CCN(Cc2ccccc2)CC1	-1.7	15	0	10	5	-56	-13	29	-10	39
Cc1nn(Cc2ccccc2)c(Cl)c1C(=O)OC(C)C(=O)Nc1ccc(F)cc1Cl (stereo unspecified)	-4.3	·	-5	7	9	-14	-4	55	-2	53
COc1ccc(C2=NCC(=O)N(CC(=O)NCc3ccco3)c3sc4c(c32)CCCC4)cc1	-1.3	2	-2	4	-1	3	-20	87	-4	97
CCOC(=O)c1c(C)n(Cc2ccco2)c2c1cc(O)c1ccccc12	-0.6	-14	0	15	0	-38	-3	83	-7	80
O=C(COc1ccc(Cl)cc1)N1CCN(Cc2ccccc2)CC1	6.5*	·	0	10	5	-18	8	91	0	88
Oc1c(Cl)cc(Cl)cc1CN1CCN(Cc2ccccc2)CC1	-0.1	-10	1	7	0	-39	-5	93	1	94
Cc1ccc(N2C(=O)/C(=C/N3CCN(C(=O)c4ccco4)CC3)C(=O)NC2=S)cc1C	-0.5	-2	·	4	1	-15	2	95	-15	93
Fc1ccc(CNCCc2ccccc2F)cc1	-0.5	·	-4	6	2	-7	-1	105	3	94
O=C1CC(N2CC=C(c3ccc(F)cc3)CC2)C(=O)N1c1ccc(F)cc1 (stereo unspecified)	0.7	4	-1	5	-2	-20	-7	81	3	75
Cn1c(O)c(C=Nc2ccccc2Sc2ccccc2)c(=O)n(C)c1=O	-1.6	·	·	17	2	-31	3	98	-3	94
CCOP(=O)(OCC)C(NC(=O)c1ccc(C)cc1)=C(Cl)Cl	-2.6	·	-12	38	1	-15	2	94	-2	93
CCCCCCn1c(O)c(C=NC2CCN(Cc3ccccc3)CC2)c(=O)[nH]c1=O	0.0	7	2	9	5	-48	-8	38	17	44
COc1ccc(C2NCc3ccc4c(c3-n3cccc32)OCO4)cc1O (stereo unspecified)	-0.5	-15	·	8	19*	-13	16	17	-7	12
CC12CCCCC1=[N+]([O-])CN2O (stereo unspecified)	-1.2	-6	-1	7	1	-43	2	105	-9	97
O=C(c1ccc2c(c1)ncn2C1CCCCC1)N1CCC2(CC1)OCCO2	-4.7	·	·	8	3	40	-6	22	-7	17
CCCCOCCCn1c(N)c(C(=O)OCCOC)c2nc3ccccc3nc21	-2.5	·	-2	7	2	-23	6	74	2	67
CNC(=O)N(C)c1nnc(C(C)(C)C)s1	0.2	·	0	55*	-2	-40	4	99	1	91
O=C(c1ccc2c(=O)n(Cc3ccc4c(c3)OCO4)c(=S)[nH]c2c1)N1CCC2(CC1)OCCO2	0.2	·	0	3	0	-27	0	86	1	90
CN1c2ccc([N+](=O)[O-])cc2CC2(C(=O)NC(=O)N(c3ccc(Br)cc3)C2=O)C1c1ccccc1 (stereo unspecified)	-2.5	24	-1	7	-2	-22	-9	60	0	58
O=C(CN1CCCCC1)NCC(=O)Nc1ccc(Br)cc1C(=O)c1ccccc1	-0.6	-30	·	5	8	-49	-3	55	-23	55
C=CCn1c(O)c(C(C)=NCCN2CCOCC2)c(=O)[nH]c1=O	-0.4	40	1	20	2	-38	5	118	-10	100
COc1ccccc1N1C(=O)NC(=O)/C(=C/c2ccc3c4c(cccc24)CC3)C1=O	-0.3	-23	-7	8	3	8	-1	98	-6	96
Cn1c(O)c(C(=NCCN2CCCCC2)c2ccccc2Cl)c(=O)n(C)c1=O	-1.7	·	-2	12	3	-8	4	91	-8	95
CCN1CCN(c2cc(N3CCCC3)c(F)cc2[N+](=O)[O-])CC1	-1.7	·	3	15	0	-36	-18	53	1	54
CCOP(=O)(OCC)C(NC(=O)c1ccccc1)C(Cl)(Cl)Cl (stereo unspecified)	1.8	-20	·	19	4	-33	1	99	-2	93
O=C(c1ccccc1)C(CN1CCCC1)c1ccccc1 (stereo unspecified)	-4.9	23	4	22*	2	-43	30*	1.5*	56*	1.8*
COc1ccc(CN2CCN(C(=O)COc3cccc(C)c3)CC2)c(OC)c1	-1.2	·	-1	7	2	-25	0	83	18	96
Cc1ccc2c(c1)C1CN(C)CCC1N2C(=O)Nc1cccc(Cl)c1 (stereo unspecified)	-5.3	-15	·	22	1	-19	-4	17	-28	14
COc1ccccc1-n1c(O)c(C=NCCN2CCNCC2)c(=O)[nH]c1=O	-1.3	-4	·	2	-1	-64	5	92	-8	93
Cc1ccc(C)c(NC2=NCCCS2)c1	-2.2	-13	0	5	1	-24	-2	90	-8	95
O=c1[nH]c(=O)n(-c2cccc3ccccc23)c(O)c1/C=N/N1CCCCC1c1cccnc1 (stereo unspecified)	-1.2	·	-3	15	10	0	16	86	-3	91
COC(=O)[C@]1(C)C[C@H]1[C@H](NP(=O)(c1ccccc1)c1ccccc1)c1ccccc1	-1.3	-18	·	7	3	-26	-4	93	-2	85
Cc1ccc2nc(N3CCN(C)CC3)[nH]c2c1	-1.2	-8	4	20	3	-61	3	98	-9	92
COc1ccc(CCn2c(O)c(C=NCCCn3ccnc3)c(=O)[nH]c2=O)cc1OC	-2.9	29	0	7	1	-29	5	95	-19	98
Oc1ccc(CC2CC3CCN2CC3)cc1O (stereo unspecified)	-4.0	14	-6	19	1	10	-3	90	-3	88
Cc1ccc(C(O)(C(=O)NNC(=O)CN2CCN(C)CC2)c2ccc(C)cc2)cc1	-0.4	·	-11	27	5	-23	3	101	2	95

Another view of 4 compounds above:
> C=CCn1c(O)c(C(C)=NCCN2CCOCC2)c(=O)[nH]c1=O
- MRP1 act: -0.4
- E-sel TNF inh: 40
- Phagocyt inh: 1
- Measles CPE: 20
- NPY Y2 blocker: 2
- Yeast growth inh: -38
- GALR2 antag: 5
- HCT116 PTEN-null: 118
- Yeast life ext: -10
- bCat KO growth: 100

> COc1ccccc1N1C(=O)NC(=O)/C(=C/c2ccc3c4c(cccc24)CC3)C1=O
- MRP1 act: -0.3
- E-sel TNF inh: -23
- Phagocyt inh: -7
- Measles CPE: 8
- NPY Y2 blocker: 3
- Yeast growth inh: 8
- GALR2 antag: -1
- HCT116 PTEN-null: 98
- Yeast life ext: -6
- bCat KO growth: 96

> Cn1c(O)c(C(=NCCN2CCCCC2)c2ccccc2Cl)c(=O)n(C)c1=O
- MRP1 act: -1.7
- E-sel TNF inh: ·
- Phagocyt inh: -2
- Measles CPE: 12
- NPY Y2 blocker: 3
- Yeast growth inh: -8
- GALR2 antag: 4
- HCT116 PTEN-null: 91
- Yeast life ext: -8
- bCat KO growth: 95

> CCN1CCN(c2cc(N3CCCC3)c(F)cc2[N+](=O)[O-])CC1
- MRP1 act: -1.7
- E-sel TNF inh: ·
- Phagocyt inh: 3
- Measles CPE: 15
- NPY Y2 blocker: 0
- Yeast growth inh: -36
- GALR2 antag: -18
- HCT116 PTEN-null: 53
- Yeast life ext: 1
- bCat KO growth: 54

Of the compounds above, 3 contain a nitro group on carbon.
molecule	MRP1 act	E-sel TNF inh	Phagocyt inh	Measles CPE	NPY Y2 blocker	Yeast growth inh	GALR2 antag	HCT116 PTEN-null	Yeast life ext	bCat KO growth
CN1CCN(c2ccc([N+](=O)[O-])c(NCc3ccco3)c2)CC1	-1.8	·	-5	10	4	-34	-3	98	5	84
CN1c2ccc([N+](=O)[O-])cc2CC2(C(=O)NC(=O)N(c3ccc(Br)cc3)C2=O)C1c1ccccc1 (stereo unspecified)	-2.5	24	-1	7	-2	-22	-9	60	0	58
CCN1CCN(c2cc(N3CCCC3)c(F)cc2[N+](=O)[O-])CC1	-1.7	·	3	15	0	-36	-18	53	1	54
